GALK inh: galactokinase (human) inhibition; P51570; Purified GALK, Kinase-Glo residual ATP luminescence; Potency, µM (doses to about 57.5 µM), inactives show at the highest dose activity change, negative = inhibition, most hits filed as inhibitors; 270,000 tested, 0.007% active; AID 1868; further: potency means the concentration at half of the fitted maximal effect; on the % scale 0 is the no-effect control and ±100 the full control effect
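The enzyme phosphorylates galactose (100 uM) using ATP (35 uM); inhibition is detected as higher residual ATP, quantified by bioluminescence after 1 h reaction at room temperature, pH 8.0.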
Giardia killer: Giardia lamblia killing. Giardia lamblia trophozoite viability. activity change, % at 7.66 µM, hits read low. 340,000 tested, 0.15% active; in the data active means activity change below about -80%; inconclusive means between about -30% and that limit;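 further: parasites exposed to compound for two days anaerobically before the ATP read; on the % scale 0 is the no-effect control and ±100 the full control effect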
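Giardia trophozoites, 100 cells per well, were exposed to compounds for 48 hrs at 37 deg C under anaerobic conditions; viability was then read as ATP content by bioluminescence after 15-30 min at room temperature.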
PTAP TSG101 blk: blocks PTAP/TSG101 interaction to inhibit HIV-1 budding; Q99816; Fluorescence polarization, FITC-PTAP peptide / Tsg101 binding; Potency, µM (doses to about 115 µM), for the others: top-dose activity change, negative = inhibition, hits mostly inhibitors; 340,000 tested, under 10 active; active means well fitted inhibition curve with a large enough effect in the main read-out, with a control signal flat, not every such curve was filed as active; inconclusive means small, poorly fitted or top-dose-only effect, or effect the other way, or a change in a side signal; inactive means no such curve, though single readings can be large or run the other way; further: potency means the concentration at half of the fitted maximal effect; % of control where 0% means no effect
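FP read-out: FITC-PTAP peptide, 50 nM final, binding Tsg101 binding domain, 10 uM final; 20 min, r.t.; 10 mM HEPES pH 7.5, 0.15 M NaCl, 0.01% Tween 20, 3 mM EDTA, 0.1 mM TCEP.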
Menin-MLL TR inh: menin-MLL binding inhibition, Texas Red mutant peptide. Menin + Texas Red MLL mutant peptide, fluorescence polarization. Potency, µM (series often up to 61.6 µM), for inactives: top-dose FP activity change, negative = inhibition, most hits filed as inhibitors. 270,000 tested, 0.23% active. AID 1768; active means well fitted inhibition curve with a large enough effect in the polarisation, with a control signal flat, not every such curve was filed as active; inconclusive means small, poorly fitted or top-dose-only effect, or effect the other way, or a change in a side signal; inactive means no such curve, though single readings can be large or run the other way; the % refers to the polarisation; further: potency means the concentration at half of the fitted maximal effect; % of control where 0% means no effect; many of its hits are not listed in these tables
Tb PFK block: T. brucei PFK enzyme inhibition; Potency, µM (series often up to 57.5 µM), for the others: at the highest dose activity, negative = inhibition, usual class: inhibitors; T. brucei PFK, ADP-Glo luminescence; 330,000 tested, 0.17% active; O15648;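 further: potency means the concentration at half of the fitted maximal effect; 0% = uninhibited 1x PFK enzyme wells and -100% = no-enzyme wells; nearly all actives have a fitted effect of over 60% in size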
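PFK 1.25 nM, F6P 0.5 mM, ATP 0.1 mM, 0.1 M TEA pH 8.0, 5 mM MgCl2, 0.01% Tween20, 0.1% BSA; 45 min RT. ADP-Glo readout. qHTS titration up to 57 uM; curves fitted, compounds curve-classed.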
a7 integrin act: activators of alpha7 integrin expression for muscular dystrophy. alpha7betagal myoblasts, beta-gal FDG fluorescence, 48 h. Potency, µM (top dose mostly 38.3 µM), for inactives: top-dose activation, most hits filed as activators. 350,000 tested, 0.064% active;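 further: potency means the concentration at half of the fitted maximal effect; 100% = response of the positive control SU9516; nearly all actives have a fitted effect of over 60% in size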
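Alpha7betagal+/- myoblasts (passage 13) were plated 16-24 hr, then exposed to compounds (1:260 dilution of DMSO stock) for 48 hours at 37C. After MPER lysis, β-galactosidase reporter activity was read as FDG fluorescence (ex 480/em 540) after 30 minutes.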
Coupling enz: counter-screen for Giardia aldolase inhibitors: coupling enzyme system. coupling enzyme system counterscreen, AmpLite Red fluorescence. activity change, negative = inhibition, % at 58.2 µM, hits read low. 290,000 tested, 0.67% active; in the data active means activity change below about -30%; further: on the % scale 0 is the no-effect control and ±100 the full control effect
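Final compound at 57.5 uM, incubated 10 min at RT with coupling enzyme reagent (glyceraldehyde-3-phosphate), then 20 min with substrate and AmpLite Red detection. Fluorescence read at 525/598 nm; tests interference with the coupling assay, not aldolase inhibition.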
S-ASM inh: blocks human secretory acid sphingomyelinase. P17405. placental ASM, HMU-PC fluorogenic substrate, 60 min. Potency, µM (series often up to 57.5 µM), inactives show at the highest dose activity change, negative = inhibition, hits mostly inhibitors. 340,000 tested, 0.006% active. AID 504937; further: potency means the concentration at half of the fitted maximal effect
Target sequence (P17405 47-631 limits assumed): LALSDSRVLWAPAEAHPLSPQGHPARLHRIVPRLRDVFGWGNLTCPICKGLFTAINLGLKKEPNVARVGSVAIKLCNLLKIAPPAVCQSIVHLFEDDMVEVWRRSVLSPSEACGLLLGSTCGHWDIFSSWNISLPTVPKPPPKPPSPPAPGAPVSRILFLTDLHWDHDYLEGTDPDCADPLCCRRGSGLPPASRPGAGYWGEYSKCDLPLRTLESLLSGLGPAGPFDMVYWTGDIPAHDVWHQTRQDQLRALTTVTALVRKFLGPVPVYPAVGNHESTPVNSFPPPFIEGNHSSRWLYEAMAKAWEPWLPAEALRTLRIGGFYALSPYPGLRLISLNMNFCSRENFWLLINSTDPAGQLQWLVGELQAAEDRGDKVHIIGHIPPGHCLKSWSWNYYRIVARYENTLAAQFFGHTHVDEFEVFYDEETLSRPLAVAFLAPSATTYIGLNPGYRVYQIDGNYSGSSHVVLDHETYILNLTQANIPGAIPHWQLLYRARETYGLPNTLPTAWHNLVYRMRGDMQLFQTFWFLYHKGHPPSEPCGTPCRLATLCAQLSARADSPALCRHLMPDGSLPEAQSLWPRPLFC
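qHTS format. ASM enzyme prepared from human placenta hydrolyses the fluorogenic substrate HMU-PC0 (9 uM final) over 60 min at 37 °C after a 10 min compound preincubation.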
PKM2 activator: increases activity of human pyruvate kinase M2; purified PKM2, Kinase-Glo ATP luminescence, activation; response scale: 0% is enzyme alone, no compound; Potency, µM (top dose mostly 57.5 µM), for inactives: at the top dose activation, actives largely listed as activators; 260,000 tested, 0.34% active; AID 1631; further: potency means the concentration at half of the fitted maximal effect; on the % scale 0 is the no-effect control and ±100 the full control effect; nearly all actives have a fitted effect of over 55% in size
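ATP formation by purified human PK-M2, quantified via coupled luciferase luminescence after 1 h at room temperature with 0.1 mM ADP and 0.5 mM PEP final.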
Chronic BCR inh: chronic active BCR signaling inhibition. ABC-DLBCL IkBa-CBG/CBR reporter, luminescence ratio, 4 h. Potency, µM (titrated, usually from 46.1 µM), for the others: at the top dose ratio change, negative = lower green/red ratio, actives largely listed as inhibitors. 340,000 tested, 0.05% active. AID 493014; active means well fitted inhibition curve with a large enough effect in the signal ratio, with a control signal flat, not every such curve was filed as active; inconclusive means small, poorly fitted or top-dose-only effect, or effect the other way, or a change in a side signal; the % refers to the signal ratio;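 further: potency means the concentration at half of the fitted maximal effect; plate controls were basal doxycycline-induced cells for no effect and cells given 10 µM MG132 for full effect; MG132 reads +100%, hits lower the ratio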
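TMD8 ABC-DLBCL cells carrying doxycycline-inducible green luciferase fused to IkappaBalpha plus unfused red luciferase were exposed to compounds (up to 46 uM) for 4 hrs at 37C. Activity came from the overlap-corrected green/red luminescence ratio.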
B2AR arrestin: beta2AR (human) beta-arrestin recruitment activity; P07550; beta-arrestin recruitment to beta2AR, cell-based reporter; Potency, µM (highest dose often 46.1 µM), without a hit: at the highest dose activation, most hits filed as activators; 330,000 tested, 0.02% active;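 further: potency means the concentration at half of the fitted maximal effect; 0% = DMSO controls and full agonism = EC100 isoproterenol or metaproterenol; nearly all actives have a fitted effect of over 65% in size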
Target sequence (P07550 whole entry, looked up): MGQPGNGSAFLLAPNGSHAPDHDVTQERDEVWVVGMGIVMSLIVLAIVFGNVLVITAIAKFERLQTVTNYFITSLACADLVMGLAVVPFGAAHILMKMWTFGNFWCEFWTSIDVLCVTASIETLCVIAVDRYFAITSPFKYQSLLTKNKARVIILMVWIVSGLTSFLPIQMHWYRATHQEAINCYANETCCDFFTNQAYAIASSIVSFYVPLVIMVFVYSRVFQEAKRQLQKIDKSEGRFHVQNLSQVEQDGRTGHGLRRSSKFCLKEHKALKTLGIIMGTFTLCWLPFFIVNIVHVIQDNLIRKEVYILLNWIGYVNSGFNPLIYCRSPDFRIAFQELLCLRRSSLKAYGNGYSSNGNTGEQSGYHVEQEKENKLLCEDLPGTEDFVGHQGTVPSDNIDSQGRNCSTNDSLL
* hit, by the source's call; u = inconclusive; x = no result given; & = joins results of further samples; [ ] = another dose, or the depositor's remark. Unless noted, the call rests on the fitted dose curve; in most records, active means well fitted curve in the direction sought with a large enough effect; inconclusive means small, poorly fitted or top-dose-only effect, or another doubt; inactive means no such curve, though single readings can be large; an effect the other way counts as inactive or inconclusive.

SMILES	GALK inh	Giardia killer	PTAP TSG101 blk	Menin-MLL TR inh	Tb PFK block	a7 integrin act	Coupling enz	S-ASM inh	PKM2 activator	Chronic BCR inh	B2AR arrestin
Oc1c(Br)cccc1/C=N/c1ncn[nH]1	-1%	-3	-1%	-10%	-4%	27%	-2	2%	x	u	-0.7%
O=C(COc1ccc(Cl)cc1Cl)NCc1ccncc1	-2%	15	-2%	-1%	-16%	-10%	0	-3%	1%	u	0.3%
O=C(Nc1ccnn1C1CCN(Cc2cccc(OCCO)c2)CC1)C1CCOC1 (stereo not given)	-5%	-20	-4%	x	4%	2%	x	4%	5%	-2%	-0.4%
CCCCCOC(=O)NC1CCS(=O)(=O)C1 (stereo not given)	1%	3	-4%	-8%	-1%	21%	1	4%	-1%	u	-0.1%
CCn1c(CNc2cccc(Cl)c2)nnc1SCC(=O)OC1CCCCC1	0%	-1	-7%	-19%	-13%	13%	1	2%	5%	u	0.1%
COc1ccc(C(=O)NCC(=O)N2CCN(c3ncccn3)CC2)cc1OC	x	8	-1%	x	-3%	4%	x	-1%	x	-3%	-1.4%
NC(=O)c1ccsc1NC(=O)Cc1ccc([N+](=O)[O-])cc1	-3%	13	-5%	u	u	-22%	1	3%	-3%	u	-0.7%
CC1=C(C#N)C(=O)OC(C)(C)C1	0%	-13	-26%	-26%	8%	-17%	-10	3%	-5%	-1%	-0.6%
O=C(c1cc(-c2ccccn2)nc2ccccc12)N1CCN(c2ncccn2)CC1	1%	-23	4%	0%	1%	0%	0	1%	-39%	1%	-1.1%
COc1ccc(NC(=O)CN(C)C(=O)c2oc3c(ccc4ccccc43)c2C)cc1	x	0	0%	x	-5%	-38%	x	-23%	x	u	-0.9%
Cc1ccc2[nH]c3c(N4CCCCCC4)ncnc3c2c1	1%	x	x	-2%	-25%	x	-6	x	7%	-2%	0.3%
CCN(CC)CCn1c(SCC(=O)Nc2cccc(OC)c2)nc2c(sc3ccccc32)c1=O	-1%	7	-1%	-18%	0%	-65%[inhibitor]	3	23%	0%	u	-0.5%
COc1ccc(-c2cc(C(F)F)n3ncc(C(=O)Nc4cc(C)on4)c3n2)cc1	0%	2	-3%	-15%	-7%	16%	1	185%[activator]	-11%	u	0.2%
COc1cccc(NC(=O)c2ccc(-n3cnnn3)cc2)c1	18%	-11	0%	2%	-4%	-4%	-1	-4%	-12%	u	-1.0%
CCCc1cc(C(=O)NNC(=S)Nc2cccc(C)c2)cs1	x	-1	-7%	4%	3%	9%	7	0%	-11%	3%	1.0%
N#CCSc1nc2c(cc1C#N)CCCC2	3%	-3	-4%	-1%	7%	14%	3	16%	-1%	-1%	0.5%
Cc1ccccc1N/N=C/c1c(C)nc2ccccn12	x	-26	-5%	-9%	1%	-7%	-1	45%[activator]	x	-5%	-0.1%
Cc1ccc(SCC(=O)Nc2ccccc2C(=O)N2CCOCC2)cc1	0%	4	-3%	-12%	9%	2%	1	6%	3%	4%	-0.6%
O=C(NC1CCCc2ccccc21)c1c(F)cccc1Cl (stereo not given)	1%	10	0%	11%	-1%	11%	0	0%	x	0%	-0.3%
Cc1ccc(NC(=O)c2cccc(S(=O)(=O)NCc3ccccc3)c2)nc1	x	-1	2%	x	3%	6%	x	-3%	x	2%	0.4%
COc1cc(C(=O)N=c2sc3ccccc3n2C)cc(OC)c1OC	-3%	-11	-10%	2%	-3%	-60%[inhibitor]	-3	5%	-44%	u	0.0%
C=CCSC1=C(C#N)C(c2ccccc2OCC)CC(=O)N1 (stereo not given)	2%	11	-10%	-18%	-1%	-17%	-1	-1%	10%	0%	0.0%
CC(=O)Nc1sc(C)c(C)c1C(=O)OCC(=O)Nc1cc(S(C)(=O)=O)ccc1Cl	-4%	13	-5%	x	2%	-25%	2	3%	4%	0%	-1.0%
Cc1ccc(N(C(=O)c2snc(C(N)=O)c2N)C(C(=O)NC2CCCC2)c2ccncc2)cc1 (stereo not given)	4%	7	-12%	2%	-1%	-26%	0	156%[activator]	x	-16%	-0.1%
COc1ccc(C)cc1NC(=O)C1CCN(S(=O)(=O)c2ccccc2)CC1	-4%	11	-4%	x	-1%	-15%	x	4%	0%	1%	0.1%
Cc1ccc(NC(=S)N(N)CCO)cc1	8%	18	-3%	0%	2%	-36%	5	3%	4%	0%	-0.8%
COc1ccc(N(C(=O)c2ccco2)C(C(=O)NC2CCCC2)c2ccco2)cc1OC (stereo not given)	-3%	3	0%	-26%	2%	-19%	-4	7%	x	-13%	0.4%
O=c1[nH]c(/C=C\c2cccc(O)c2)nc(O)c1[N+](=O)[O-]	-18%	-10	-8%	104%[activator]	0%	-9%	4	-4%	0%	2%	0.1%
O=C(NNC(=O)c1ccncc1)c1ccccc1	2%	15	-5%	0%	-1%	-39%	0	4%	x	u	-1.1%
COc1ccc(O)c(C(=O)c2cnn(C(=O)c3cc(C)oc3C)c2)c1	4%	-19	-5%	2%	-1%	-6%	2	2%	6%	-7%	-0.6%
CC(NC(=O)c1cc2ccccc2o1)c1ccccc1 (stereo not given)	2%	-19	-2%	21%	-5%	13%	1	7%	3%	-11%&-6%	0.0%
O=C(CN1c2ccccc2S(=O)(=O)c2ccccc21)NCc1ccccc1	0%	-16	-10%	u	-3%	u	1	2%	0%	3%	0.1%
O=C(CCNS(=O)(=O)c1cccs1)NCc1cccs1	-4%	6	-3%	-1%	8%	-27%	0	-1%	0%	2%	-0.3%
C=CC1=C(C(=O)O)N2C(=O)[C@@H](NC(=O)/C(=N\OCC(=O)O)c3csc(N)n3)[C@H]2SC1	x	-5	1%	x	u	x	x	0%	x	0%	-1.0%
COc1ccc2c(c1)C1(Nc3ccccc3-c3nc4ccccc4n31)C(=O)N2 (stereo not given)	-1%	-6	-5%	19%	9%	-5%	-3	1%	-4%	17%	-0.1%
Cn1c(=O)oc2cc(S(=O)(=O)CCC(=O)NCCc3ccccc3)ccc21	5%	10	0%	x	-2%	0%	x	-4%	x	0%	0.5%
Cc1cc(C)n(-c2ccc(C(=O)NCCCN3CCOCC3)cc2)n1	-2%	11	-7%	14%	1%	5%	2	-1%	-4%	3%	0.0%
O=C(Nc1ccc2oc(-c3ccccc3)nc2c1)c1ccccc1F	3%	3	-7%	-18%	2%	31%	1	-2%	9%	20%	0.0%
COc1ccc(Br)c(C(=O)NC(C)(C)CO)c1	-2%	10	0%	x	7%	-5%	3	3%	3%	1%	0.1%
COc1cccc(CN2CC(C(=O)N(C)CC3CCOCC3)CCC2=O)c1 (stereo not given)	4%	4	-2%	x	-3%	9%	x	6%	2%	3%	0.0%
COc1ccc(/C=N\Nc2ccc([N+](=O)[O-])cc2[N+](=O)[O-])c(C(=O)O)c1OC	-1%	-19	-5%	x	-7%	21%	20	-11%	-2%	u	-0.3%
Cc1cccc2cc(-c3nc4ccc(C(=O)O)cc4[nH]3)c(=O)oc12	x	u	-8%	u	-11%	-23%	-9	116%[activator]	x	x	0.8%
COc1ccc2cc(CN(CC3CCCO3)C(=S)NCc3ccco3)c(=O)[nH]c2c1 (stereo not given)	-1%	-2	-3%	22%	3%	12%	-7	7%	4%	u	-0.9%
Cc1cccc(C(=O)NNC(=O)C2CC2)c1	-4%	4	0%	x	1%	28%	x	5%	0%	2%	-0.4%
NC(=O)[C@@H]1CCCCNc2c(I)cc([N+](=O)[O-])cc2C(=O)N[C@@H](CCC(=O)O)C(=O)N[C@@H](CO)C(=O)N1	x	9	-3%	-10%	0%	29%	0	-10%	3%	0%	-1.2%
Cn1cc(C2N3CC4(C)CN2CC(C)(C3)C4=O)c2ccccc21 (stereo not given)	-5%	13	-2%	1%	-2%	-43%	3	1%	-6%	0%	-0.4%
N#CCC(=O)Nc1ccc(C(=O)NCc2cccc(Cl)c2)cc1	-1%	12	-1%	x	-22%	23%	3	6%	0%	1%	0.0%
CCCCCCSc1ncc(C#N)c(N)n1	0%	5	1%	30%[activator]	-4%	26%	2	-1%	-13%	u	-0.8%
Cc1ccccc1N1CC(C(=O)N2CC(C)OC(C)C2)CC1=O (stereo not given)	0%	1	-7%	-1%	1%	28%	-1	2%	x	2%	0.4%
Cc1ccc(-n2nnnc2SCC(=O)N2c3ccccc3NC(=O)C2(C)C)cc1	-4%	4	-4%	-6%	-2%	15%	-1	0%	0%	u	0.3%

This is a subset; count on the stated rates, not on these rows.
